ATXN viability: Viability Counterscreen for Primary qHTS for Inhibitors of ATXN expression; Potency, µM (titrated, usually from 56.7 µM), hits mostly cytotoxic; AID 651635, 2014; S2 cells (HEK-293 line with an ATXN2-luciferase reporter) viability, CellTiter-Fluor protease fluorescence, 24 h; 0.49% of 400,000 active; also: potency is read from the fitted curve at half-maximal effect; nearly all actives have a fitted effect of over 40% in size
IL-2 act: qHTS of IL-2 Activators. 0.065% of 360,000 active. IL-2 activation reporter assay, cell-based qHTS; stimulated with anti-CD3/CD4/CD28 beads; in transgenic mouse T cells. activation, % (series mostly up to about 46 µM); in the data active = activation above about 50%; inconclusive = mostly about 30% to 49%; also: 0% is about no effect
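Screening format: compound pinned onto unstimulated transgenic mouse T cells, 60 min incubation, then anti-CD3/anti-CD4/anti-CD28 bead stimulation for 18 hours at 37 degrees C, followed by EGFP and DsRed detection.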
ATXN2 expr inh: Primary qHTS for Inhibitors of ATXN expression; Potency, µM (series often up to 57 µM), inactives show at the highest dose activity change, negative = inhibition, hits mostly inhibitors; HEK-293 ATXN2-luciferase reporter, luminescence, 24 h; 0.72% of 360,000 active; AID 1745845, 2022; also: potency is read from the fitted curve at half-maximal effect; % is scaled to controls: 0 for no effect and ±100 for the full control effect; nearly all actives have a fitted effect of over 55% in size
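ATXN2-luciferase reporter cells (luciferase flanked by upstream and downstream ATXN2 gene portions) were treated 24 h at 37 °C with compounds at up to 57 uM. SteadyGlo luminescence gave expression; GF-AFC fluorescence gave viability.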
HepG2 tox: qHTS for Inhibitors of TGF-b: Cytotox Counterscreen; HepG2 CAGA-GFP viability, ATP luminescence, 18 h; Potency, µM (series often up to 46.1 µM), for inactives: at the top dose activity change, negative = cytotoxicity, hits mostly cytotoxic; 0.76% of 410,000 active; AID 588856, 2011; also: potency is read from the fitted curve at half-maximal effect; some results filed as inactive show a strong effect at the top dose
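HepG2 CAGA-GFP cells (1000/well, DMEM with 1% FBS) received compound, then TGF-beta at 500 pg/mL final, and were incubated 18 hours at 37 degrees C. Viability was read by CellTiter-Glo luminescence. Media-only wells were set as complete cell-killing and DMSO as no toxicity.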
Nrf2 activator: qHTS of Nrf2 Activators; 0.31% of 410,000 active; AREc32 ARE-luciferase reporter (MCF7-derived line), luminescence, 24 h; AID 624171, 2012; Potency, µM (titrated, usually from 46.1 µM), without a hit: at the highest dose activation, hits mostly activators; also: potency is read from the fitted curve at half-maximal effect; % of control where 0% means no effect; nearly all actives have a fitted effect of over 65% in size
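Cells of the AREc32 ARE-luciferase line are plated in OPTI-MEM containing 5% FBS and left overnight at 37 deg C. Compounds are pinned in, incubation continues 24 hr, and firefly luciferase signal is then measured.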
Nrf2 inh: Nrf2 qHTS screen for inhibitors; Potency, µM (series often up to 46 µM), for inactives: at the top dose activity change, negative = inhibition, usual class: inhibitors; A549 ARE-Fluc reporter, luciferase luminescence, 18-24 h; 2.1% of 360,000 active; AID 504444, 2011; also: potency is read from the fitted curve at half-maximal effect; % is scaled to controls: 0 for no effect and ±100 for the full control effect; nearly all actives have a fitted effect of over 60% in size
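Nrf2 function is reported as luminescence of an ARE-controlled luciferase in A549 cells. Compounds were tested at several concentrations, and a CellTiter-Fluor read on the same wells flagged cytotoxicity.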
EPAC2 agonist: qHTS for Agonist of cAMP-regulated guanine nucleotide exchange factor 4 (EPAC2): primary screen; Rap guanine nucleotide exchange factor 4 (Homo sapiens), Q8WZA2; 0.079% of 360,000 active; EPAC2 activation, biochemical qHTS; response scale: 100% = 6.5 mM cAMP response; Potency, µM (top dose mostly 154 µM), for inactives: top-dose activation, actives largely listed as activators; also: potency is read from the fitted curve at half-maximal effect; nearly all actives have a fitted effect of over 50% in size
Target sequence (Q8WZA2 whole entry, looked up): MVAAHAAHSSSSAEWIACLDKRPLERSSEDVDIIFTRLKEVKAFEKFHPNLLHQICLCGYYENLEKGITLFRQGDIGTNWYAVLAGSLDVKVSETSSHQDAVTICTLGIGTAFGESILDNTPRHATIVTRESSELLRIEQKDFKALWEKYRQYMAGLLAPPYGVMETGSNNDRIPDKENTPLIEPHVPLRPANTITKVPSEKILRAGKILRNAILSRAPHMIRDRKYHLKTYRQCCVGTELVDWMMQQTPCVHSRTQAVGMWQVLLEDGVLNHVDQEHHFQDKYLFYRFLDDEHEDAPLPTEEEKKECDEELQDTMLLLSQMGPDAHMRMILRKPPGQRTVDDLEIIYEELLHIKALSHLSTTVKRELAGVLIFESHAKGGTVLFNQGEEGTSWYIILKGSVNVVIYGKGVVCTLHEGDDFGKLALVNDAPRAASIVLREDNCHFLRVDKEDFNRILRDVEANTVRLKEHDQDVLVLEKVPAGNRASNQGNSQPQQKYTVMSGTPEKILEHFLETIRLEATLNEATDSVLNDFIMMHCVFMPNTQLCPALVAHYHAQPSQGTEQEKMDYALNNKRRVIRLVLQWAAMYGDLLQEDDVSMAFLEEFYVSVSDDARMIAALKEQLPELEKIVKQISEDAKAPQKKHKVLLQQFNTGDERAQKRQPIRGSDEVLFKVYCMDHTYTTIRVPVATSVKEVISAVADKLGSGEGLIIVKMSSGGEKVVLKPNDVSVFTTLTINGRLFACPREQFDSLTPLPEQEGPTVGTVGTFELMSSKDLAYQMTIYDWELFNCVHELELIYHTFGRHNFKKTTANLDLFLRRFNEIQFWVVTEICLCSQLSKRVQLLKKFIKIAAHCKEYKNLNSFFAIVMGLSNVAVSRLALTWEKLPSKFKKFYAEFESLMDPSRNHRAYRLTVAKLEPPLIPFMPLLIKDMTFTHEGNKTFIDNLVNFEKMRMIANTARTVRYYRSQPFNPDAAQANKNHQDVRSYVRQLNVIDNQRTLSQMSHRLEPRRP
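Guanine nucleotide exchange by EPAC2 is measured as reduced fluorescence of BODIPY-GDP once it is released from 250 nM Rap1B. Plates are read kinetically for 30 min at room temperature; results are scaled to 6.5 mM cAMP.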
TGFb SMAD3 inh: qHTS for Inhibitors of TGF-b; AID 588855, 2011; HepG2 CAGA-GFP TGF-b/SMAD3 reporter, GFP fluorescence, 18 h; TGF-beta stimulated, 500 pg/mL final; 1.2% of 410,000 active; Potency, µM (titrated, usually from 46.1 µM), inactives show top-dose activity, negative = inhibition, hits mostly inhibitors; also: potency is read from the fitted curve at half-maximal effect; % is scaled to controls: 0 for no effect and ±100 for the full control effect; nearly all actives have a fitted effect of over 65% in size
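Per well, imaged GFP fluorescence of HEPG2 CAGA-GFP cells gives the signal; cells get compound, then TGF-beta (500 pg/mL final), 18 h at 37 degrees C; %Activity versus -TGF-beta and +DMSO controls.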
A549 viability: Nrf2 qHTS screen for inhibitors: counterscreen for cytotoxicity; A549 ARE-Fluc cells, CellTiter-Fluor viability, 18-24 h; Potency, µM (highest dose often 46 µM), without a hit: at the highest dose activity change, negative = cytotoxicity, actives largely listed as inhibitors; 0.16% of 390,000 active; also: potency is read from the fitted curve at half-maximal effect; % is scaled to controls: 0 for no effect and ±100 for the full control effect
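A549 ARE_Fluc cells in 5% FBS OPTI-MEM were exposed to compounds in concentration-response for 18-24 h at 37 deg C. Viability was read by CellTiter-Fluor fluorescence (Ex 405/Em 525) after 30 min, before the luciferase read.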
Starred values were filed as active, the others as inactive; & = joins results of further samples; [ ] = dose if it differs, or a comment. Unless noted, calls follow the shape of the dose curve; as a rule, active = well fitted curve in the direction sought with a large enough effect; inconclusive = small, poorly fitted or top-dose-only effect, or another doubt; inactive = no such curve, though single readings can be large; an effect the other way counts as inactive or inconclusive.

`Cc1cc(NC(=O)c2cccnc2)ccc1Br` gave ATXN viability inactive, IL-2 act -0.1, ATXN2 expr inh 57%[activator], HepG2 tox -48%, Nrf2 activator 8.9%, Nrf2 inh 17%, EPAC2 agonist 11%, TGFb SMAD3 inh -22% and A549 viability 0%.
CCOC(=O)c1ccccc1NC(=O)c1cc2c(s1)-c1ccccc1SC2 was read as HepG2 tox -2%, Nrf2 activator 3.7%, Nrf2 inh inconclusive, TGFb SMAD3 inh 4% and A549 viability 3%.
For COc1ccc(NC(=O)N(C)C[C@@H]2OCc3ccccc3-c3c(n(C)c4ccccc34)C(=O)N([C@H](C)CO)C[C@H]2C)c(OC)c1 the results were ATXN viability inconclusive, IL-2 act 3.6, ATXN2 expr inh inconclusive, HepG2 tox 9%, Nrf2 activator -3.5%, EPAC2 agonist 17% and TGFb SMAD3 inh -3%.
Cc1ccc(N2CCN(C(=S)c3ccc(-c4ccccc4[N+](=O)[O-])o3)CC2)cc1 was read as ATXN viability inactive, IL-2 act -0.3, ATXN2 expr inh -2%, HepG2 tox 0%, Nrf2 activator 0.7%, Nrf2 inh -2%, EPAC2 agonist 9%, TGFb SMAD3 inh inconclusive and A549 viability -7%.
Cc1cc2nc(N3CCN(C(=O)c4ccco4)CC3)sc2cc1C was read as ATXN viability inactive, IL-2 act -0.4, ATXN2 expr inh 24%, HepG2 tox 3%, Nrf2 activator 0.3%, Nrf2 inh inconclusive, EPAC2 agonist -1%, TGFb SMAD3 inh -7% and A549 viability -6%.
`CC1(C)CC(=O)N(CC(=O)O)c2ccccc2S1` gave ATXN viability inactive, IL-2 act 1.8, ATXN2 expr inh -4%, HepG2 tox -1%, Nrf2 activator -0.5%, EPAC2 agonist 13%, TGFb SMAD3 inh 6% and A549 viability 8%.
Screening COc1ccccc1C(=O)NNC(=O)C(=O)N1CCCCC1 returned ATXN viability inactive, IL-2 act -3.9, ATXN2 expr inh 10%, HepG2 tox -1%, Nrf2 activator 3.9%, Nrf2 inh 8%, EPAC2 agonist 1%, TGFb SMAD3 inh 14% and A549 viability 2%.
`O=C(C1CCC(Cn2c(=O)c3sccc3n(Cc3cccc(F)c3)c2=O)CC1)N1CCCCC1` (stereo not given) gave ATXN viability inactive, ATXN2 expr inh inconclusive, HepG2 tox -6%, Nrf2 activator -0.6%, Nrf2 inh inconclusive, TGFb SMAD3 inh inconclusive and A549 viability 6%.
For COc1ccc(N2CCN(CC(=O)c3ccc(Cl)cc3)CC2)cc1 the results were ATXN viability inactive, IL-2 act 1.7, ATXN2 expr inh -2%, HepG2 tox -41%, Nrf2 activator 3.6%, Nrf2 inh inconclusive, EPAC2 agonist 8%, TGFb SMAD3 inh -2% and A549 viability -4%.
`O=C(c1ccco1)N1CCN(c2nc(C(F)(F)F)nc3c2nnn3Cc2ccccc2)CC1` gave ATXN viability inactive, IL-2 act -0.6, ATXN2 expr inh inconclusive, HepG2 tox 4%, Nrf2 activator 0.6%, EPAC2 agonist -5%, TGFb SMAD3 inh inconclusive and A549 viability -26%.
`Cn1c(NCc2ccccc2Cl)nc2ccccc21` gave ATXN viability inactive, IL-2 act -1.9, ATXN2 expr inh 32%[activator], HepG2 tox -15%, Nrf2 activator -0.2%, Nrf2 inh inconclusive, EPAC2 agonist 0%, TGFb SMAD3 inh -6% and A549 viability 2%.
For CCC1(C)NC(=O)N(CC(=O)N2CCN(c3cccc(Cl)c3)CC2)C1=O (stereo not given) the results were ATXN viability inactive, IL-2 act 3.7, HepG2 tox -17%, Nrf2 activator -0.5%, Nrf2 inh -2%, EPAC2 agonist 10%, TGFb SMAD3 inh -10% and A549 viability -1%.
Screening CC(C)=CCC[C@H](C)C[C@@H]1Cc2[nH][nH]c(=O)c2[C@@H](c2ccc(F)cc2)O1 returned ATXN viability inconclusive, IL-2 act 1.2, ATXN2 expr inh -3%, Nrf2 activator -0.4% and EPAC2 agonist -3%.
Screening COc1ccc(C(=O)Nc2ccc(Cl)cn2)cc1S(=O)(=O)N1CCCC1 returned ATXN viability inactive, IL-2 act -0.1, HepG2 tox -45%, Nrf2 activator 2.5%, Nrf2 inh -17%, EPAC2 agonist 19%, TGFb SMAD3 inh 19% and A549 viability 6%.
For CCOCCCN1C(=O)CN(C2CCCCCC2)C(=O)C1c1ccc(OC(C)C)c(OC)c1 (stereo not given) the results were HepG2 tox 3%, Nrf2 activator 3.9%, TGFb SMAD3 inh 0% and A549 viability 4%.
`Cc1ccc(NC(=O)c2oc3ccc(Br)cc3c2C)cc1S(=O)(=O)N1CCOCC1` gave ATXN viability inactive, IL-2 act 1.5, ATXN2 expr inh -9%, HepG2 tox 1%, Nrf2 activator -0.9%, Nrf2 inh 13%, EPAC2 agonist 0%, TGFb SMAD3 inh -28% and A549 viability 1%.
For O=C(Nc1ccccc1)C1=C(O)CC(c2ccc(Cl)cc2)N2CCN=C12 (stereo not given) the results were ATXN viability inactive, IL-2 act -0.5, ATXN2 expr inh 2%, HepG2 tox -18%, Nrf2 activator 6.0%, Nrf2 inh -22%, EPAC2 agonist -1%, TGFb SMAD3 inh -15% and A549 viability -2%.
COc1ccc(-c2noc(CN(C)S(=O)(=O)c3c(C)cc(C)cc3C)n2)cc1OC was read as ATXN viability inconclusive, ATXN2 expr inh inconclusive, HepG2 tox -34%, Nrf2 activator 6.2%, Nrf2 inh inconclusive, TGFb SMAD3 inh -20% and A549 viability 1%.
`CCN(CC)S(=O)(=O)c1cccc(C(=O)Nc2sc3c(c2C(N)=O)CCCC3)c1` gave ATXN viability inactive, IL-2 act -1.4, ATXN2 expr inh -12%, HepG2 tox -1%, Nrf2 activator 0.5%, EPAC2 agonist 15%, TGFb SMAD3 inh 0% and A549 viability 5%.
Cc1ccc(NC(=O)Nc2cc(C(F)(F)F)c[nH]c2=O)cc1 was read as ATXN viability inactive, IL-2 act 0.9, ATXN2 expr inh 7%, HepG2 tox -87%, Nrf2 activator 0.5%, Nrf2 inh -7%, EPAC2 agonist 3%, TGFb SMAD3 inh -4% and A549 viability 0%.

Arranged by number of heavy atoms (ascending): some entries from above.
`Cn1c(NCc2ccccc2Cl)nc2ccccc21` gave ATXN viability inactive, IL-2 act -1.9, ATXN2 expr inh 32%[activator], HepG2 tox -15%, Nrf2 activator -0.2%, Nrf2 inh inconclusive, EPAC2 agonist 0%, TGFb SMAD3 inh -6% and A549 viability 2%.
For CCC1(C)NC(=O)N(CC(=O)N2CCN(c3cccc(Cl)c3)CC2)C1=O (stereo not given) the results were ATXN viability inactive, IL-2 act 3.7, HepG2 tox -17%, Nrf2 activator -0.5%, Nrf2 inh -2%, EPAC2 agonist 10%, TGFb SMAD3 inh -10% and A549 viability -1%.
COc1ccc(-c2noc(CN(C)S(=O)(=O)c3c(C)cc(C)cc3C)n2)cc1OC was read as ATXN viability inconclusive, ATXN2 expr inh inconclusive, HepG2 tox -34%, Nrf2 activator 6.2%, Nrf2 inh inconclusive, TGFb SMAD3 inh -20% and A549 viability 1%.

(more compounds)
`O=C(CCC(=O)N1CCN(S(=O)(=O)c2ccccc2Cl)CC1)c1ccccc1` gave ATXN viability inactive, IL-2 act 0.4, ATXN2 expr inh 6%, HepG2 tox 5%, Nrf2 activator 0.0%, Nrf2 inh -19%, EPAC2 agonist 3%, TGFb SMAD3 inh 6% and A549 viability -8%.
`CC1(C)Cc2c(oc3ncn4ncnc4c23)CO1` gave ATXN viability inactive, IL-2 act -0.1, ATXN2 expr inh 5%, HepG2 tox -1%, Nrf2 activator -0.2%, EPAC2 agonist 9%, TGFb SMAD3 inh 7% and A549 viability 0%.
N#Cc1ccc(NC(=S)NC(=O)C2CCCCC2)cc1 was read as ATXN viability inactive, IL-2 act -2.8, ATXN2 expr inh 4%, HepG2 tox 1%, Nrf2 activator 3.0%, Nrf2 inh -9%, EPAC2 agonist 10%, TGFb SMAD3 inh inconclusive and A549 viability 10%.
Screening CCOC(=O)N1CCc2c(sc(NCc3cc(OC)ccc3OC)c2C(=O)Nc2cc(OC)ccc2OC)C1 returned ATXN viability inactive, ATXN2 expr inh -6%, HepG2 tox -16%, Nrf2 activator 10%, TGFb SMAD3 inh -3% and A549 viability 9%.
Screening Cc1c(C(=O)N2CCc3ccccc3C2)oc2ccc(S(=O)(=O)N3CCCCCC3)cc12 returned ATXN viability inactive, IL-2 act -4.6, ATXN2 expr inh -25%, HepG2 tox 0%, Nrf2 activator -0.4%, Nrf2 inh 15µM*, EPAC2 agonist 6%, TGFb SMAD3 inh -30% and A549 viability -4%.
`C=CCOC(=O)C1=C(C)NC2(O)c3ccccc3C(=O)C12O` (stereo not given) gave ATXN viability inactive, IL-2 act -2.6, ATXN2 expr inh -12%, HepG2 tox 0%, Nrf2 activator 0.1%, EPAC2 agonist 5%, TGFb SMAD3 inh 3% and A549 viability 1%.
For COc1ccc(C)cc1NC(=O)C(=O)NCC(c1cccnc1)N1CCc2ccccc21 (stereo not given) the results were HepG2 tox -19%, Nrf2 activator 4.2%, Nrf2 inh 27%, TGFb SMAD3 inh -31% and A549 viability -2%.
For COc1ccc(OC)c(C(=O)Cn2nnc3ccccc3c2=O)c1 the results were ATXN viability inactive, IL-2 act -0.4, ATXN2 expr inh 5%, HepG2 tox 1%, Nrf2 activator -0.8%, Nrf2 inh 11%, EPAC2 agonist 4%, TGFb SMAD3 inh -10% and A549 viability -3%.
For Cc1ccc(NC(=O)C2CCCN2S(=O)(=O)c2cccc3cccnc23)c(C)c1 (stereo not given) the results were ATXN viability inactive, IL-2 act -0.4, HepG2 tox -19%&-4%, Nrf2 activator 2.6%&2.5%, Nrf2 inh inconclusive, EPAC2 agonist 12%, TGFb SMAD3 inh inconclusive and A549 viability 4%&2%.

Bioassay records as filed in PubChem.
